Source: PubChem
EBV LMP1 NFkB – Epstein-Barr LMP1 NF-kappaB reporter inhibition; inhibition, % at 12.5 µM; 350,000 tested, 0.69% active; LMP1-induced NF-kappaB luciferase reporter cells, luminescence; in the data active = inhibition above about 41%;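 note: 0% = neutral control wells and 100% = reference inhibitor control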
NCOA1 inh – inhibitors of human steroid receptor coactivator 1 (SRC1) | Q15788 | HEK293 GAL4-SRC1 luciferase reporter, luminescence | inhibition, % at 3.6 µM | 360,000 tested, 0.12% active | AID 588354;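 active = inhibition above the campaign mean plus 3 SD, with each screening campaign given its own cutoff, cut at about 60% in these data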;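 note: 0% = DMSO treated cells and 100% = gossypol at 36 µM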
LRH-1 inv ag – inverse agonists of human LRH-1 (NR5A2). O00482. HEK293T StAR-luciferase reporter, LRH-1 transfected, 24 h. inhibition, % at 3.6 µM. 360,000 tested, 0.13% active. AID 602396;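 active = inhibition above the mean inhibition of all tested compounds plus 3 SD, cut at about 73% in these data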;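 note: 0% = DMSO wells and 100% = reporter-only cells lacking LRH-1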
Target sequence (O00482 whole entry, looked up): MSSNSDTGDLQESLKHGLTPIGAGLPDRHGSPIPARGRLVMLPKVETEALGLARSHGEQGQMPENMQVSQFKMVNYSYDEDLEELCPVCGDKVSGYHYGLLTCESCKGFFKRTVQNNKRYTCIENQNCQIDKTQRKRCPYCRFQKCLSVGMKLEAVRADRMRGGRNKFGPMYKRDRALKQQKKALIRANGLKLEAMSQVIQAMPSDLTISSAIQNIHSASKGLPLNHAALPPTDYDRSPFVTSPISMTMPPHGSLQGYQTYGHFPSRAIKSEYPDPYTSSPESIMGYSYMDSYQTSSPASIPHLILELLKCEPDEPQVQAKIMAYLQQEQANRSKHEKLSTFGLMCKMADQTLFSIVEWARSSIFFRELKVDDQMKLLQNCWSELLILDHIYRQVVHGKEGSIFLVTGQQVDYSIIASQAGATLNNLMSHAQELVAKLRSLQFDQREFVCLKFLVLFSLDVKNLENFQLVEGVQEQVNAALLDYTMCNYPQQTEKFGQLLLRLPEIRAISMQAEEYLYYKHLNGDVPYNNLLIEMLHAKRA
C8 TRAIL sens – sensitizes caspase-8 expressing cells to TRAIL. AID 624354. inhibition (viability loss, TRAIL sensitization), % at 10 µM. NB7+C8 cells + TRAIL, ATPlite viability luminescence. 360,000 tested, 1% active;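 active = compounds causing at least 50% loss of cell viability in the single-dose screen, relative to plate controls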
SRC3 inh – human NCOA3 inhibition; Q9Y6Q9; HEK293 GAL4-SRC3 luciferase reporter, luminescence; inhibition, % at 3.6 µM; 360,000 tested, 0.17% active;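 active = inhibition above a per-campaign cutoff, the mean of all compounds plus 3 SD, cut at about 60% in these data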;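 note: 0% = DMSO-treated cells and 100% = gossypol-treated cells at 36 µM; higher means less SRC3-driven luciferase light from the GAL4 reporter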
CF NFkB block – cystic fibrosis NF-kB activation inhibition; inhibition, % at 5 µM; KKLEB NF-kB-GFP reporter, PAF-induced, GFP fluorescence overnight; 360,000 tested, 0.86% active;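 active = at least 50% inhibition at 5 µM, scaled per plate between neutral and stimulator controls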;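 note: PAF is a Pseudomonas aeruginosa culture filtrate used as stimulus; plate controls were PAF-stimulated DMSO wells for no effect and unstimulated DMSO wells for full effect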
TWEAK Fn14 block – blocks TWEAK-Fn14 interaction in a reporter cell assay; inhibition, % at 10 µM; 360,000 tested, 2% active; TWEAK-stimulated Fn14 reporter cells, luciferase luminescence, 8 h; in the data active = inhibition above about 50%
COUP-TFII inh – blocks human COUP-TFII nuclear receptor. P24468. AID 686940. 370,000 tested, 0.7% active. HEK293T NGFI-A luciferase reporter, luminescence. inhibition, % at 8.6 µM;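 active = inhibition above a per-plate cutoff, mean inhibition of test wells between control levels plus 3 SD, cut at about 38% in these data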;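 note: cells cotransfected with COUP-TFII expression vector driving the NGFI-A reporter; 0% = median of COUP-TF2 test wells and 100% = reporter-only cells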
Target sequence (P24468 whole entry, looked up): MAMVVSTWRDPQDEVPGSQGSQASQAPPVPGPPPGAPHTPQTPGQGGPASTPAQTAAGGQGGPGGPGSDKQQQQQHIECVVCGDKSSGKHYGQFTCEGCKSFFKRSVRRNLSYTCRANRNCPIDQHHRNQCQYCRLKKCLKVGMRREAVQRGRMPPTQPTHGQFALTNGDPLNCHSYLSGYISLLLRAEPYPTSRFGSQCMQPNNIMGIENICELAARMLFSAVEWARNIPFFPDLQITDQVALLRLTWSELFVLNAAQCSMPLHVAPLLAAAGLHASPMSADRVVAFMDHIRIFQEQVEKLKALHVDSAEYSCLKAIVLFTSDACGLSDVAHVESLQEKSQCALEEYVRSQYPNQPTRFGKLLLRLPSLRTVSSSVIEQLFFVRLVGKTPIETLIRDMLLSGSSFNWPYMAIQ
TROY NFkB inh – TROY signaling inhibition. Q293 LMP1-TROYcd NF-kB luciferase reporter, 4 h. inhibition, % at 10 µM. 360,000 tested, 0.98% active;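 active = compounds whose plate-normalised and pattern-corrected inhibition of the luciferase reporter signal at the single screening dose is 50% or more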
KKLEB tox – reduces viability of KKLEB cystic fibrosis airway cells; KKLEB CF airway cells viability, ATPlite luminescence, overnight; stronger effect = lower value; cells stimulated with P. aeruginosa culture filtrate; activity change (cytotoxicity), % at 5 µM; 360,000 tested, 0.36% active; AID 602141;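 active = corrected activity change at or below -50% at 5 µM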
NCOA2 inhibitor – inhibits human steroid receptor coactivator 2. Q15596. HEK293 GAL4-SRC2 luciferase reporter, luminescence. inhibition, % at 9 µM. 370,000 tested, 0.17% active. AID 651957;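 active = inhibition above the mean inhibition of all tested compounds plus 3 SD, set per campaign, cut at about 52% in these data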;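 note: 0% = DMSO treated cells and 100% = cells given Gossypol at 36 µM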
Starred values were filed as active, the others as inactive; x = no result given.

SMILES | EBV LMP1 NFkB | NCOA1 inh | LRH-1 inv ag | C8 TRAIL sens | SRC3 inh | CF NFkB block | TWEAK Fn14 block | COUP-TFII inh | TROY NFkB inh | KKLEB tox | NCOA2 inhibitor
C/C=C/c1ccc(OCC(=O)Nc2cc(Cl)ccc2-n2cncn2)c(OC)c1 | -2.4 | -9.8 | -22.2 | -1.5 | 17.7 | -12.5 | -30.2 | -10.4 | -21.7 | -4.9 | -13.6
Cn1c2ccccc2c2cc(/C=C(\NC(=O)c3ccccc3)C(=O)NCC(=O)O)ccc21 | 2.8 | 8.4 | 2.5 | -5.3 | 6.8 | 9.2 | -3.5 | 14.3 | 8.1 | -1.8 | -2.0
O=C(NCCN1CCN(c2ccccc2)CC1)Nc1cccc(Cl)c1 | -0.1 | -15.2 | -8.0 | 15.8 | 8.2 | 15.2 | -9.3 | -17.8 | 1.6 | -5.2 | 8.2
O=C(NC1CCCCC1)c1ccccc1NC(=O)C1CC1 | 0.5 | -3.0 | 2.6 | -9.2 | 9.1 | -2.8 | 5.8 | 1.2 | -5.2 | 9.3 | 15.3
CC(=O)NNC(=O)CN1C(=O)/C(=C/c2ccccc2)SC1=S | 6.7 | 5.5 | 3.4 | 1.8 | 2.8 | -21.8 | -25.9 | -33.8 | 6.8 | -3.6 | -21.1
Cc1cccc(C)c1-c1ccc(CN2C(CC(C)C)C(=O)N(Cc3cn(CC4CCCCC4)nn3)CCS2(=O)=O)cc1 (configuration not stated) | 0.7 | 32.1 | 10.5 | 32.7 | 38.6 | 38.3 | 9.3 | 6.2 | 7.8 | 8.6 | 11.1
O=C(COc1ccccc1)NCc1nnc2c3ccccc3c(-c3ccccc3)nn12 | 8.6 | -14.9 | 6.2 | 4.8 | 16.5 | 3.6 | -2.6 | 2.3 | -1.7 | -15.6 | -36.3
COc1ccc2[nH]c(=O)c(CN(CC3CCCO3)C(=O)Nc3ccccc3)cc2c1 (configuration not stated) | -0.3 | 3.0 | 13.4 | 2.4 | -3.8 | -2.9 | 27.6 | -16.5 | 20.4 | 2.2 | 0.3
O=S(=O)(O)c1nc2ccccc2n1Cc1ccc(Cl)cc1Cl | 2.4 | -0.1 | 26.3 | 0.4 | 9.3 | -17.6 | 0.4 | 10.8 | 8.7 | 5.8 | -3.3
COc1cc(-c2cc3nc(NCCOc4ccccc4)ccn3n2)cc(OC)c1OC | x | 13.9 | 15.9 | 19.0 | -6.8 | -49.4 | 58.3* | -10.5 | 22.6 | -7.7 | -13.7
Cc1ccc(S(=O)(=O)Nc2ccc(Cl)cc2)cc1NC(=O)Cn1cnc2c1c(=O)n(C)c(=O)n2C | -3.0 | -4.2 | -49.1 | 2.9 | -8.9 | -4.1 | 88.9* | 13.0 | 42.9 | -13.6 | -4.6
CC(C)(O)C#Cc1ccc(C(=O)N2CCCC2C(=O)O)s1 (configuration not stated) | 0.8 | -1.0 | 0.5 | -7.2 | 13.0 | 1.2 | -14.9 | 3.6 | -17.8 | 1.3 | 13.3
COc1ccc(NC2CCCN(C(=O)CCc3cccc(Cl)c3)C2)cc1 (configuration not stated) | 9.4 | -19.9 | -19.5 | 4.8 | 1.0 | 2.5 | -11.5 | -7.3 | -9.9 | 5.1 | 7.7
CCOC(=O)c1sc2nc(CC(C)C)c3c(c2c1N)CCC3 | -1.4 | -4.9 | 17.3 | -1.0 | 19.3 | 20.9 | 0.7 | 12.8 | -4.9 | -7.0 | 3.9
O=S(=O)(Nc1ccc2c(c1)CCC2)c1cccs1 | 10.0 | -45.1 | -27.8 | 4.8 | -7.4 | 11.0 | -5.8 | 7.2 | -33.4 | 0.5 | -19.3
CC(c1ccco1)N(C(=O)c1ccccc1NS(=O)(=O)c1cc([N+](=O)[O-])ccc1Cl)c1ccccn1 (configuration not stated) | -4.4 | 2.5 | -0.9 | -4.3 | 0.9 | 1.5 | 23.1 | 10.7 | 8.3 | 6.8 | 2.1
COc1ccc(Oc2cc(NN3CCCCC3)c([N+](=O)[O-])cc2[N+](=O)[O-])cc1OC | 2.0 | 0.9 | 2.0 | -1.7 | -9.9 | 10.0 | -19.5 | 0.3 | -21.2 | 0.8 | 0.3
COc1ccc(-c2csc3nc(C)nc(N4CCN(C(C)=O)CC4)c23)cc1OC | 8.5 | -9.6 | -4.5 | -3.8 | 18.3 | 12.9 | -15.3 | -12.2 | -10.3 | 8.8 | 21.8
O=C(CCNC(=O)c1ccc([N+](=O)[O-])cc1)Nc1ccc(S(=O)(=O)N2CCOCC2)cc1 | -4.6 | 1.7 | 21.5 | -5.6 | 13.0 | -16.3 | -23.6 | 13.5 | -2.5 | 1.9 | -0.8
Cn1c(C(=O)N2CCN(Cc3ccc4c(c3)OCO4)CC2)cc2sccc21 | 1.5 | 6.9 | 14.1 | -10.1 | 20.9 | 21.3 | -4.1 | 12.6 | 16.9 | -8.6 | -30.9
CCCCNC(=O)CN(c1cc(C(F)(F)F)ccc1Cl)S(C)(=O)=O | -5.0 | -0.1 | -1.9 | 20.3 | -25.6 | 25.6 | 1.5 | 3.2 | 10.3 | -9.7 | -3.8
O=C(Nc1ccc(Cl)cc1)N(Cc1cccnc1)Cc1ccco1 | -5.2 | 0.3 | -20.7 | 10.8 | 12.2 | -5.8 | -24.1 | -16.3 | -21.6 | -0.5 | 5.0
CCOc1ccc(Nc2cc3n(c(=O)n2)CCc2cc(OC)c(OC)cc2-3)cc1 | 16.7 | -48.8 | 6.4 | 5.0 | -56.7 | 20.0 | -12.6 | -33.6 | 7.2 | -0.8 | -55.3
Fc1cccc(-c2nnn3c2nc(Cl)c2ccccc23)c1 | -24.1 | -74.8 | -36.8 | -6.9 | -44.5 | 25.6 | 19.5 | -20.4 | -29.3 | 0.4 | -47.2
CCc1cc2cc(C)ccc2nc1SCC(=O)N1CCN(C(=O)c2ccco2)CC1 | -3.1 | -21.3 | -33.4 | 3.5 | -1.8 | -14.3 | -0.6 | 18.5 | 4.9 | 3.0 | -10.3
O=C1CC(Nc2ccc(N3CCOCC3)cc2)C(=O)N1c1ccccc1F (configuration not stated) | -6.1 | 3.4 | -14.8 | -24.8 | 9.6 | 2.3 | -20.6 | 2.9 | -9.6 | -5.5 | -18.5
CC(=O)C1=C(O)C(=O)N(c2ccc(Br)cn2)C1c1ccccc1F (configuration not stated) | 0.5 | -6.9 | -14.7 | -10.7 | 5.0 | 2.1 | -11.4 | -5.6 | -20.9 | -0.4 | -44.0
Cc1ccc(-c2cn(-c3ccc(OC(F)F)cc3)c3[n+]2CCCCC3)cc1 | 10.0 | 20.0 | 6.0 | 28.9 | 34.1 | -8.4 | 4.8 | 28.1 | -18.6 | -3.3 | 8.2
C=Cn1c(N2CCOCC2)nc2c1c(=O)[nH]c(=O)n2C | -1.5 | -5.5 | -8.2 | -4.3 | 6.2 | -5.2 | -13.7 | -2.7 | 2.7 | 11.5 | -34.5
COc1ccc(S(=O)(=O)Nc2cc(Sc3ncn[nH]3)c(O)cc2C)cc1 | x | 7.3 | -6.5 | -7.7 | 0.1 | 3.2 | -2.7 | -21.7 | -20.1 | -3.5 | 4.1
CC(/C=N/Nc1nnc2c(n1)[nH]c1ccccc12)=C\c1ccco1 | -0.6 | -91.9 | -32.9 | 3.1 | -25.3 | -3.3 | 16.1 | x | -34.5 | -19.2 | x
CCOC(=O)C1CCCCN1Cc1cccc(F)c1 (configuration not stated) | -6.0 | -1.1 | -14.7 | 6.6 | 15.3 | 5.7 | 2.5 | -14.4 | -19.1 | 0.7 | -8.0
O=C(Nc1ccnn1C1CCN(C(=O)c2cccc(Cl)c2)CC1)C1CC1 | 7.4 | 2.5 | 17.9 | -10.4 | 6.0 | -19.3 | -3.9 | 0.3 | 5.4 | 14.8 | 13.3
CCOC(=O)C1=NOC(Cn2cc(C(C)=O)c(=O)[nH]c2=O)C1 (configuration not stated) | -1.4 | 6.4 | 6.2 | 3.5 | 10.1 | -23.9 | 25.6 | -0.1 | 5.6 | 14.5 | -33.3
COc1ccc(NC(=O)NC2(C(=O)N3CCOCC3)CCCCC2)cc1 | -1.4 | -17.6 | -10.7 | -0.8 | -10.3 | 14.7 | 0.1 | 1.6 | 2.5 | -18.8 | -28.8
Cn1c(SCc2ccccc2Cl)nnc1-c1cnccn1 | -17.9 | -60.2 | -82.3 | -8.3 | -60.0 | 4.7 | 17.4 | -15.4 | 9.3 | -4.3 | -34.7
C=CCSc1nc2sc3c(c2c(=O)n1CC)CCc1ccccc1-3 | 5.2 | 8.6 | -9.4 | -1.3 | 0.7 | 8.5 | 19.4 | 9.8 | 2.3 | 9.4 | -7.4
CC(C)Cc1ccc(CN2CCCC(NC(=O)c3cccc(-n4cnnc4)c3)C2)cc1 (configuration not stated) | 2.2 | -11.3 | -6.3 | 8.6 | 11.5 | -31.0 | 0.0 | 14.4 | 19.1 | 2.0 | 6.7
CC1Sc2ccc(S(=O)(=O)N3CCC(C(=O)NCCc4ccccc4)CC3)cc2NC1=O (configuration not stated) | 4.4 | -6.7 | -5.5 | 21.3 | -12.3 | 13.1 | -0.2 | 12.3 | -8.1 | 10.8 | 9.3
Cc1ccc(NC(=O)C2CC=CCC2C(=O)N2CCCCC2)cc1 (configuration not stated) | -4.7 | -10.6 | 6.6 | -4.1 | -16.9 | 5.3 | -9.2 | 20.2 | 20.0 | -12.3 | -37.0
O=[N+]([O-])c1cccnc1Oc1ccc(C2SCCS2)cc1 | -22.7 | -52.7 | -82.8 | 17.4 | -51.2 | 6.3 | -29.8 | -50.8 | -92.7 | -0.9 | -66.3
COc1cc(C(=O)NCC(=O)N/N=C/c2cccnc2)cc(OC)c1OC | -7.1 | 7.0 | -1.8 | -3.8 | -27.2 | 4.7 | 33.2 | 3.6 | -14.9 | -0.8 | -29.6
CN(C)S(=O)(=O)n1cc(/C=C(\NC(=O)c2ccccc2F)C(=O)N2CCCC2)c2ccccc21 | -1.0 | 6.1 | -26.4 | 2.3 | 2.5 | -7.0 | 6.4 | 8.9 | 13.2 | 8.3 | -4.8
CCOCCCNC(=O)Cn1cc2c(n1)CCCC2 | -0.2 | -4.3 | -0.9 | 7.2 | 3.8 | 15.3 | -16.0 | -13.6 | 1.6 | -1.3 | -21.4
COCC(=O)Oc1c(S(=O)(=O)c2ccc(C)cc2)c(C)nn1-c1ccccc1 | -11.2 | -0.5 | 5.3 | -7.3 | -2.2 | 0.3 | 2.2 | 10.8 | 16.2 | 2.8 | -9.2
CSC1=C(C#N)C(c2ccc(C)cc2)C2=C(CCCC2=O)N1 (configuration not stated) | -4.9 | -16.6 | 1.8 | -19.6 | 7.9 | 0.6 | 4.1 | -11.7 | -9.8 | 0.7 | -27.0
